Gli-Sufu block: antagonists of Gli-Sufu signaling; Sufu-KO-LIGHT fibroblasts, Gli luciferase reporter luminescence; 0.74% of 340,000 active; inhibition, % at 5 µM;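 active = inhibition above about 55%, limit read from the data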;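 note: 0% = DMSO-treated cells and 100% = wells with medium but no cells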
HKDC1 inhibitor: HKDC1 (human) hexokinase inhibition; Q2TB90; recombinant HKDC1, G6PDH/diaphorase resazurin coupled fluorescence; inhibition, % at 20 µM; 0.16% of 340,000 active; AID 493160;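 active = inhibition above about 35% when tested at 20 µM, limit read from the data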;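 note: plate controls were DMSO wells with enzyme for no effect and DMSO wells lacking enzyme for full effect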
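Assay system: recombinant HKDC1 hexokinase; detection: coupled resazurin fluorescence, excitation 525 nm, emission 613 nm; benchmarks: DMSO-plus-enzyme-mix negative control, buffer-substituted positive control; compound dosing: single 20 µM dose; schedule: 90 min at room temperature in dark; also added: glucose plus 1 mM ATP as hexokinase substrates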
Jurkat NFkB inh: lowers PMA/ionomycin-induced NF-kB signal in Jurkat cells | inhibition, % at 4 µM | PMA/ionomycin-induced NF-kB luciferase reporter, luminescence | 0.53% of 330,000 active | AID 435003
697 NFkB inh: inhibitors of the PMA/ionomycin-induced NF-kB reporter in 697 B cells | inhibition, % at 4 µM | 0.33% of 330,000 active | 697 B-cell NF-kB luciferase reporter, 16 h; in the data active = inhibition above about 35%
Apaf-1 inh: blocks human Apaf-1 apoptosome activity; AID 489030; 0.71% of 330,000 active; reconstituted apoptosome caspase-3 activity, DEVD-Rh110 fluorescence; inhibition, % at 20 µM; O14727; active = inhibition of at least 40% at 20 µM;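 note: plate controls were DMSO wells for no effect and DEVD-CHO caspase inhibitor wells for full effect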
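System – cell-free apoptosome with Apaf-1, procaspase-3 and caspase-9 · Buffer or medium – pH 7.5 Hepes buffer with CHAPS, BSA, DTT · Also added – cytochrome c with DEVD-Rh110 · Times – 30 min compound preincubation, 50 min activation, room temperature · Technique – Rh110 fluorescence intensity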
UBC13 polyUb: inhibitors of human UBC13 polyubiquitin chain formation. P61088. TR-FRET. inhibition, % at 20 µM. 0.47% of 330,000 active; in the data active = inhibition above about 45%, passing the limit was not always enough
Target sequence (P61088 whole entry, looked up): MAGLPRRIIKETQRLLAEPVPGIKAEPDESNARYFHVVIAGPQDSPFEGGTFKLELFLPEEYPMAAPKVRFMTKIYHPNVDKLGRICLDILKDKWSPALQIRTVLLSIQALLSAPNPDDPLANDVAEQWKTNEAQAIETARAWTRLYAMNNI
SENP8 inh: inhibitors of human SENP8 protease. Q96LD8. purified SENP8, Z-RLRGG-aminoluciferin cleavage, luminescence. inhibition, % at 10 µM. 1.2% of 330,000 active. AID 2540
Target sequence (Q96LD8 whole entry, looked up): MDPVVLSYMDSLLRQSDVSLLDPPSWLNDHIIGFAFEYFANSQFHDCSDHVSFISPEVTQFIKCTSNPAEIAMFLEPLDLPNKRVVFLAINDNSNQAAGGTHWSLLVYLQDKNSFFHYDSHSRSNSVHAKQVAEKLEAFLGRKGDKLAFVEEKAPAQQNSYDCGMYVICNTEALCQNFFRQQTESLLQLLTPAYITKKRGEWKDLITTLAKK
SENP7 inh: SENP7 protease inhibition. AID 434973. 1.5% of 330,000 active. recombinant SENP7, Z-RLRGG-aminoluciferin luminescence, 40 min. Q9BQF6. inhibition, % at 5 µM;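 active = inhibition above about 50% at the single test dose, limit read from the data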;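 note: plate controls were DMSO with enzyme for no effect and no enzyme buffer wells for full effect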
Target sequence (Q9BQF6 706-1050 limits assumed): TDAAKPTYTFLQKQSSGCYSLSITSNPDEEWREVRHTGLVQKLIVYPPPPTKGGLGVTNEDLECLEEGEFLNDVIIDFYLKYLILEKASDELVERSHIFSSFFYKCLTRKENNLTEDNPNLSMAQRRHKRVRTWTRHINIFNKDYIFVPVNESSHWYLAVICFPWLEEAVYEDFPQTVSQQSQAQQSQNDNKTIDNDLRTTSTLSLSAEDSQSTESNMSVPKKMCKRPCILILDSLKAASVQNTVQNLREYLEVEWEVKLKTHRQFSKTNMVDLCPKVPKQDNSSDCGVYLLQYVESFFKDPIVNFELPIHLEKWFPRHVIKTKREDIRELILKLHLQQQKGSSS
Starred values were filed as active, the others as inactive; / = no result given. Cut-off read from the data, not from the text of the source, unless noted: active = inhibition above about 50%; inactive = the rest. Outcome played no part in choosing rows; about 3.6% have a hit in one of these screens.

nr | structure | Gli-Sufu block | HKDC1 inhibitor | Jurkat NFkB inh | 697 NFkB inh | Apaf-1 inh | UBC13 polyUb | SENP8 inh | SENP7 inh
1 | O=C(c1cccc(S(=O)(=O)N2CCN(c3ccccc3)CC2)c1)N1CCN(c2ccccc2O)CC1 | 3 | 7 | 7 | -17 | 33 | -3 | 10 | 1
2 | CCOc1ccccc1C(=O)N1CCN(c2cccc(Cl)c2)CC1 | 59* | -10 | 81* | -81 | -3 | -1 | -3 | 6
3 | CC(=O)c1cccc(NC(=O)Cc2cccs2)c1 | -8 | 0 | 2 | 22 | -13 | 9 | -5 | -5
4 | CC(=O)Nc1ccc(NC(=O)C2CCC(CNS(=O)(=O)c3cccc4nsnc34)CC2)cc1 (centres undefined) | -1 | -3 | 2 | 19 | -2 | -4 | -1 | 3
5 | O=C(N/N=C\c1cccc(Cl)c1)c1ccc(Cn2cccn2)o1 | -5 | -12 | -4 | 1 | 0 | -2 | -6 | 5
6 | CC(=O)NC12CC3CC(C1)CC(C(=O)Nc1c(C)n(C)n(-c4ccccc4)c1=O)(C3)C2 | -6 | -8 | -14 | 0 | 3 | -1 | -2 | 7
7 | Cc1cc(C)c(CN2CCC(n3nccc3NC(=O)C3CCOC3)CC2)cc1C (centres undefined) | 15 | -3 | 0 | -11 | 1 | 1 | 12 | 4
8 | NC(=O)c1ccc(-c2nnn(CC(=O)N(C3CCCC3)C3CCS(=O)(=O)C3)n2)cc1 (centres undefined) | 5 | -7 | 3 | 13 | -15 | 1 | 5 | 6
9 | COc1ccc2c(c1)cc(C(=O)N[C@@H](CCSC)C(=O)N1CCC[C@H]1C(=O)O)n2C | 6 | -5 | 7 | 9 | 5 | 13 | -6 | 0
10 | CC(=O)Nc1ccc(S(=O)(=O)N2CCSC2c2ccc(Cl)cc2)cc1 (centres undefined) | 1 | 3 | -1 | -39 | 5 | -1 | -8 | 0
11 | NC(=O)C1CCN(C(=O)COc2ccc3ccccc3c2)CC1 | -32 | -9 | 2 | 20 | -6 | -5 | 1 | -10
12 | CCOc1ccc(NC(=O)CSc2nccn2C)cc1 | 25 | -11 | -22 | -17 | -10 | -8 | -7 | -5
13 | Cc1nn(-c2ccccc2)c(C)c1/C=C/C(=O)OCC(=O)Nc1ccc(C(N)=O)cc1 | -16 | -2 | 4 | 2 | 4 | -11 | -1 | -7
14 | CN(CCc1ccccn1)C(=O)Nc1ccc(F)cc1 | 3 | -6 | 24 | 2 | -4 | 6 | 2 | -1
15 | O=S(=O)(NN1CCOCC1)c1cc(Cl)cc(Cl)c1O | -4 | 0 | 14 | -1 | 14 | -12 | -3 | -5

Further results follow.
nr | structure | Gli-Sufu block | HKDC1 inhibitor | Jurkat NFkB inh | 697 NFkB inh | Apaf-1 inh | UBC13 polyUb | SENP8 inh | SENP7 inh
16 | Cc1noc(C)c1COc1cccc(C(=O)OCC(=O)N2CC(=O)Nc3ccccc32)c1 | 3 | -2 | 58* | 6 | 5 | 7 | -5 | -4
17 | COc1ccc(NC(=O)CSc2ccccc2)cn1 | 2 | -7 | -8 | 20 | 2 | 1 | 2 | 6
18 | CC(C)Cn1nc(NC(=O)C(C)(C)C)c2cc3ccccc3nc21 | 3 | 1 | -8 | -23 | 8 | -7 | -7 | -1
19 | COc1ccc(C(=O)COC(=O)c2cc(S(=O)(=O)N3CCCCC3)ccc2N2CCOCC2)c(OC)c1 | 24 | 2 | 1 | 2 | 17 | 24 | -5 | 1
20 | c1ccc(-c2csc3ncnc(N4CCOCC4)c23)cc1 | 5 | -8 | 23 | -2 | -1 | 0 | 6 | 3
21 | Cc1cc2c(c(SCC(=O)N(C)c3ccccc3)n1)C(=O)OC2 | 1 | -7 | 12 | 10 | -2 | 4 | -5 | -4
22 | O=C(CSCCOc1ccccc1)NCc1ccncc1 | 2 | -2 | 1 | -11 | -17 | 10 | 0 | 2
23 | COC(=O)c1ccccc1NC(=O)CN1C(=O)C2CCCN2c2ncc(Cl)cc21 (centres undefined) | / | / | 11 | 6 | 9 | 24 | 0 | 0
24 | COCc1cc(C)nc2sc3c(=O)n(-c4cccc5ccccc45)nnc3c12 | 11 | 8 | -1 | 10 | 12 | -1 | 4 | -1
25 | CSc1cccc(NC(=S)N2CCCN(Cc3ccccc3F)C2)c1 | -18 | -2 | -14 | -11 | 2 | -11 | -4 | -3
26 | N#CC1=C(N)Oc2ccc3ccc(O)cc3c2C1c1cccnc1 (centres undefined) | 7 | 1 | 5 | -2 | -24 | -1 | -7 | 3
27 | CC1CCN(CCCNC(=O)c2ccc3c(=O)n(Cc4ccc(Cl)cc4)c(=S)[nH]c3c2)CC1 | 8 | 1 | -16 | -2 | 17 | 53* | 0 | -3
28 | COc1ccc(OC)c(NS(=O)(=O)c2cc3c4c(c2)CCN4C(=O)CC3)c1 | 1 | -6 | -5 | 11 | -7 | -9 | -9 | 10
29 | c1ccc(CSc2nnc(-c3cccnc3)o2)cc1 | 7 | -6 | -14 | -11 | -8 | 6 | 6 | 0
30 | OC(CC#CCN1CCOCC1)(c1ccccc1)c1ccccc1 | 5 | 0 | 4 | 6 | 1 | -2 | -2 | -5

The listing continues.
nr | structure | Gli-Sufu block | HKDC1 inhibitor | Jurkat NFkB inh | 697 NFkB inh | Apaf-1 inh | UBC13 polyUb | SENP8 inh | SENP7 inh
31 | Cc1cccc(NC(=O)CN2CCN(C(=O)C3CCCO3)CC2)c1C (centres undefined) | -8 | -4 | 1 | 4 | -5 | 0 | 1 | -6
32 | CN(C)CCCn1c(SCC(=O)N2CC(=O)Nc3ccccc32)nc2ccccc2c1=O | 15 | -6 | -7 | 4 | -15 | -5 | -5 | -1
33 | CC1C=CCC2C(=O)N(c3cccc(C(=O)N4CCCCCC4)c3)C(=O)C12 (centres undefined) | 0 | 11 | 4 | 18 | -20 | 18 | -2 | -1
34 | COc1ccc(/C=C/c2c(-c3ccc(OC)cc3)oc(=O)c3cc(OC)c(OC)cc23)cc1 | 22 | 0 | -15 | -5 | 18 | -7 | -10 | -3
35 | CCCc1cc(NCCN(C)C)n2c(nc3ccccc32)c1C#N | 18 | 7 | 4 | 4 | 0 | 10 | 3 | 5
36 | Cc1nnc(NS(=O)(=O)c2ccc(Br)cc2)s1 | -2 | -3 | -10 | 6 | 8 | -8 | -6 | 10
37 | CCC(CC)c1nnc(NC(=O)COc2ccc3c(c2)OCO3)s1 | 24 | -2 | -5 | 3 | 9 | -2 | -6 | -9
38 | Cc1ccc(NC(=O)c2ccc(C(=O)c3ccccc3)cc2)nc1 | -23 | 0 | -38 | 9 | 19 | 12 | -1 | -2
39 | COCCNC(=S)N/N=C(\C)c1ccc(O)cc1 | 6 | -5 | 12 | -8 | -11 | 2 | 0 | 5
40 | O=S(=O)(c1ccc2ccccc2c1)N1C=CC(C(F)(F)F)=NCC1 | 6 | 2 | 14 | -17 | 4 | 3 | -4 | -4
41 | O=C(CN1C(=O)NC2(CCc3ccccc32)C1=O)NCC(F)(F)F (centres undefined) | 30 | -8 | -11 | 2 | 1 | -2 | -7 | -7
42 | Cc1ccc(N2CC(C(=O)Nc3nnc(SCc4ccccn4)s3)CC2=O)cc1 (centres undefined) | -3 | -6 | -11 | -6 | 7 | 1 | 8 | -2
43 | CC(C)c1cccc(C(C)C)c1NC(=O)CCl | -2 | -12 | 7 | 12 | -4 | -3 | -5 | 2
44 | COC(=O)C1=C(O)CSC1=Nc1ccc(C)cc1 | -4 | -4 | 7 | 9 | -11 | 2 | 1 | 1
45 | COc1ccccc1C(=O)Nc1c(C)cc(Br)cc1C | -3 | -1 | -8 | 1 | 6 | 6 | -11 | -1

Remaining list, next part:
nr | structure | Gli-Sufu block | HKDC1 inhibitor | Jurkat NFkB inh | 697 NFkB inh | Apaf-1 inh | UBC13 polyUb | SENP8 inh | SENP7 inh
46 | O=C1c2ccccc2CCC1C(O)c1ccccn1 (centres undefined) | 4 | 6 | -12 | -6 | -3 | 5 | -11 | 0
47 | Cc1cccc(Nc2nnc(SCC(=O)NCC3CCCO3)s2)c1C (centres undefined) | 7 | -3 | 1 | -3 | 5 | -5 | -13 | -12
48 | CCCCCN(C(=O)CCC(=O)OCc1cc(C)ccc1C)c1c(N)n(CCCC)c(=O)[nH]c1=O | 3 | -5 | -9 | -13 | 24 | -6 | -9 | -10
49 | O=C(O)c1ccc(CNCc2ccc(Cl)cc2Cl)cc1 | 1 | 4 | -7 | -17 | 15 | -8 | -6 | -5
50 | CCOc1ccc(CC(=O)N/N=C(\C)c2cccnc2)cc1 | -6 | -5 | 5 | 14 | 1 | -2 | 2 | 11
51 | COC(=O)c1ccc(NS(=O)(=O)c2ccc3c(c2)n(C)c(=O)n3C)cc1 | 7 | 1 | 15 | -20 | -2 | -8 | -6 | -8

No new results follow: an excerpt of the list.
nr | structure | Gli-Sufu block | HKDC1 inhibitor | Jurkat NFkB inh | 697 NFkB inh | Apaf-1 inh | UBC13 polyUb | SENP8 inh | SENP7 inh
33 | CC1C=CCC2C(=O)N(c3cccc(C(=O)N4CCCCCC4)c3)C(=O)C12 (centres undefined) | 0 | 11 | 4 | 18 | -20 | 18 | -2 | -1
34 | COc1ccc(/C=C/c2c(-c3ccc(OC)cc3)oc(=O)c3cc(OC)c(OC)cc23)cc1 | 22 | 0 | -15 | -5 | 18 | -7 | -10 | -3
35 | CCCc1cc(NCCN(C)C)n2c(nc3ccccc32)c1C#N | 18 | 7 | 4 | 4 | 0 | 10 | 3 | 5
36 | Cc1nnc(NS(=O)(=O)c2ccc(Br)cc2)s1 | -2 | -3 | -10 | 6 | 8 | -8 | -6 | 10
37 | CCC(CC)c1nnc(NC(=O)COc2ccc3c(c2)OCO3)s1 | 24 | -2 | -5 | 3 | 9 | -2 | -6 | -9
38 | Cc1ccc(NC(=O)c2ccc(C(=O)c3ccccc3)cc2)nc1 | -23 | 0 | -38 | 9 | 19 | 12 | -1 | -2
39 | COCCNC(=S)N/N=C(\C)c1ccc(O)cc1 | 6 | -5 | 12 | -8 | -11 | 2 | 0 | 5
40 | O=S(=O)(c1ccc2ccccc2c1)N1C=CC(C(F)(F)F)=NCC1 | 6 | 2 | 14 | -17 | 4 | 3 | -4 | -4
41 | O=C(CN1C(=O)NC2(CCc3ccccc32)C1=O)NCC(F)(F)F (centres undefined) | 30 | -8 | -11 | 2 | 1 | -2 | -7 | -7
42 | Cc1ccc(N2CC(C(=O)Nc3nnc(SCc4ccccn4)s3)CC2=O)cc1 (centres undefined) | -3 | -6 | -11 | -6 | 7 | 1 | 8 | -2
43 | CC(C)c1cccc(C(C)C)c1NC(=O)CCl | -2 | -12 | 7 | 12 | -4 | -3 | -5 | 2
44 | COC(=O)C1=C(O)CSC1=Nc1ccc(C)cc1 | -4 | -4 | 7 | 9 | -11 | 2 | 1 | 1
45 | COc1ccccc1C(=O)Nc1c(C)cc(Br)cc1C | -3 | -1 | -8 | 1 | 6 | 6 | -11 | -1
46 | O=C1c2ccccc2CCC1C(O)c1ccccn1 (centres undefined) | 4 | 6 | -12 | -6 | -3 | 5 | -11 | 0
47 | Cc1cccc(Nc2nnc(SCC(=O)NCC3CCCO3)s2)c1C (centres undefined) | 7 | -3 | 1 | -3 | 5 | -5 | -13 | -12
48 | CCCCCN(C(=O)CCC(=O)OCc1cc(C)ccc1C)c1c(N)n(CCCC)c(=O)[nH]c1=O | 3 | -5 | -9 | -13 | 24 | -6 | -9 | -10

Gathered by group, the compounds so far with a CF3 group.
nr | structure | Gli-Sufu block | HKDC1 inhibitor | Jurkat NFkB inh | 697 NFkB inh | Apaf-1 inh | UBC13 polyUb | SENP8 inh | SENP7 inh
40 | O=S(=O)(c1ccc2ccccc2c1)N1C=CC(C(F)(F)F)=NCC1 | 6 | 2 | 14 | -17 | 4 | 3 | -4 | -4
41 | O=C(CN1C(=O)NC2(CCc3ccccc32)C1=O)NCC(F)(F)F (centres undefined) | 30 | -8 | -11 | 2 | 1 | -2 | -7 | -7

Bioassay records: PubChem, Sanford-Burnham Center for Chemical Genomics
